Bioassay records (PubChem)
Yeast superoxide: reduction of superoxide in aged yeast, primary screen, HTS; S. cerevisiae aged cells, superoxide DHE fluorescence; active compounds read low; superoxide response (% of plate mean), % at 10 µM; 330,000 tested, 0.18% active;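 active means superoxide response under a set limit, about three screen SD below normal, cut at about 65% in these data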;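 further: yeast aged for seven days with compound at 30 °C before DHE staining; 100% = average MFI of all compound-treated wells on the plate with controls excluded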
GRK2 inh: compounds blocking aptamer binding on GRK2 – biochemical, human GRK2, bead flow cytometry, HTS, primary screen; Beta-adrenergic receptor kinase 1 (Homo sapiens), P25098; FAM-aptamer displacement from GRK2; inhibition of aptamer binding, % at 10 µM; 330,000 tested, 0.59% active;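 active means inhibition of aptamer binding above 40%, roughly 3 SD of noise, on plates passing a quality check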;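 further: median bead fluorescence of bound FAM aptamer so fluorescent compounds give negative values; no value below 0 was filed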
RPL19A TOR yeast: RPL19A-GFP expression modulators in yeast, primary screen, cell-based, S. cerevisiae, multiplex flow cytometry, MLPCN; S. cerevisiae RPL19A-GFP strain, 3 h; active compounds read low; percent response vs DMSO, % at 10 µM; 330,000 tested, 0.3% active; AID 2025, 2009;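 active means percent response vs DMSO below 50%; inconclusive means fewer than 70 events counted for the yeast strain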;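 further: median channel GFP fluorescence of the barcoded RPL19A-GFP strain; ratio of sample median GFP to plate DMSO average so 100% = DMSO; lower means less RPL19A-GFP as with rapamycin TOR inhibition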
CIT2-GFP yeast: modulators of CIT2-GFP expression in yeast, primary screen, S. cerevisiae, GFP fusion, multiplex flow cytometry, MLPCN library; S. cerevisiae CIT2-GFP strain, 3 h; 100 means same as DMSO wells; GFP response vs DMSO, % at 10 µM; 320,000 tested, 0.065% active; AID 2029, 2009;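 active means GFP response relative to DMSO above a set limit, near the screen mean plus 3 SD, cut at about 150% in these data; inconclusive means Fewer than 70 cells measured for a yeast strain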;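 further: ratio of well median GFP fluorescence to mean of DMSO wells on the plate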
AGP1-GFP MLPCN: modulators of AGP1-GFP expression in yeast TOR pathway, primary screen, cell-based, multiplex flow cytometry, S. cerevisiae, MLPCN library | 3 h; GFP as percent of DMSO wells | GFP response vs DMSO, % at 10 µM | 320,000 tested, 0.02% active;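 active means GFP response relative to DMSO above a set limit, near screen average plus 3 SD, cut at about 150% in these data; inconclusive means fewer than 70 cells counted for the yeast strain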;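 further: median GFP channel fluorescence of the gated AGP1 strain per well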
MEP2-GFP yeast: modulators of MEP2-GFP levels in yeast, primary screen, S. cerevisiae, multiplex flow cytometry, MLPCN library; GFP response vs DMSO, % at 10 µM; 330,000 tested, 0.51% active; S. cerevisiae MEP2-GFP strain, 3 h; 100% = DMSO control level;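 active means GFP response versus DMSO above a set limit, roughly screen mean plus 3 SD, cut at about 180% in these data; inconclusive means fewer than 70 cells counted for a yeast strain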;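 further: median GFP fluorescence of the barcode-gated MEP2-GFP cells per well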
LAP4 TOR yeast: modulators of LAP4-GFP expression in yeast, primary screen, S. cerevisiae, multiplex flow cytometry, MLPCN library; 320,000 tested, 0.34% active; 3 h; median GFP as percent of DMSO wells; GFP response vs DMSO, % at 10 µM; AID 2023, 2009;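 active means GFP response vs DMSO above a set limit, about the screen mean plus 3 SD, cut at about 150% in these data; inconclusive means under 70 cell events counted for the yeast strain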
VLA-4 inh: inhibition in human VLA-4 binding assay, primary screen, VLA-4 allosteric modulator project, MLPCN library, flow cytometry, VLA-4 expressing cells; Integrin alpha-4 (Homo sapiens), P13612; ligand binding flow cytometry; inhibition, % (about 7 µM as worked out from the volumes in the protocol); 330,000 tested, 0.2% active; AID 2557, 2010; in the data active means inhibition above about 50%
Target sequence (P13612 whole entry, looked up): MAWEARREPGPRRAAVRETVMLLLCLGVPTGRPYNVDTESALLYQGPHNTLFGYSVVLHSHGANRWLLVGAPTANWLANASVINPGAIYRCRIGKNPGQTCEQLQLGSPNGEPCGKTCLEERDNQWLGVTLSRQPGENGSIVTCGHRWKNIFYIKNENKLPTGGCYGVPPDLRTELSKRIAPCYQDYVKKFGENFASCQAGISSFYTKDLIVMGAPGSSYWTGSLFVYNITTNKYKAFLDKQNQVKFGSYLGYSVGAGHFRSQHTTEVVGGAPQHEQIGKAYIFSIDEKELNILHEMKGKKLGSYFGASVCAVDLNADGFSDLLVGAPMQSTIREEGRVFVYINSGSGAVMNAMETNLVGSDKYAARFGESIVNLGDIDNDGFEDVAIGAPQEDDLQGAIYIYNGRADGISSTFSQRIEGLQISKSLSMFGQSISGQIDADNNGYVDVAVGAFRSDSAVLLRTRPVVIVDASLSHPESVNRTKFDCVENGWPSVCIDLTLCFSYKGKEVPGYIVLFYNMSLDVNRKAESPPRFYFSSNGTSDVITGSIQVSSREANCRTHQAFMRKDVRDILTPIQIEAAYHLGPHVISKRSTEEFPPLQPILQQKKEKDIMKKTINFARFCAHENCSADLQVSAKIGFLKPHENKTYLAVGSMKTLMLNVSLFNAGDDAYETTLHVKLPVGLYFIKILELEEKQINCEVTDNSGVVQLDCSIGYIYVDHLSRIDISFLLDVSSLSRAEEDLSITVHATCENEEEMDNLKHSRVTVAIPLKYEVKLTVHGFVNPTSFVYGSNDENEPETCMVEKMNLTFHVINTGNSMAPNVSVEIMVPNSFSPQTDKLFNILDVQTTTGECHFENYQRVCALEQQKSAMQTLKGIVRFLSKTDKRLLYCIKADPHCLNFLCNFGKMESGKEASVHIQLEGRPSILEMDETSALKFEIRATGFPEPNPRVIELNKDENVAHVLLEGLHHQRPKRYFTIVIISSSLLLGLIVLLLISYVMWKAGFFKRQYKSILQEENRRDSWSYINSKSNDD
Starred values were filed as active, the others as inactive; ? = inconclusive; . = no result given. Rows were taken by chance; 1.7% or so of the library scored in one or more.

SMILES	Yeast superoxide	GRK2 inh	RPL19A TOR yeast	CIT2-GFP yeast	AGP1-GFP MLPCN	MEP2-GFP yeast	LAP4 TOR yeast	VLA-4 inh
Cc1cccc(C(=O)O/N=C/c2ccc(Br)cc2)c1	101	1	88	87	88	90	106	36
O=C(Cn1nnc2c(cnn2-c2ccccc2)c1=O)NCc1cccs1	92	2	107	104	107	101	101	-7
N/C(=N\OC(=O)COc1ccc(Cl)cc1Cl)c1ccccn1	105	0	104	91	98	102	90	-8
COC(=O)[C@@H](NC(=O)NC1CCN(Cc2ccccc2)CC1)C(C)C	104	0	100	103	104	104	104	1
Cc1ccc(-n2c(SCC(=O)N3CCOCC3)nnc2-c2cccnc2)cc1	110	4	98	100	100	106	103	1
COc1cc(/C=C2\C(=O)N(CCC#N)N=C2C)c(Br)cc1OC(C)C	96	0	105	89	87	92	192*	-4
COc1ccc(NC(=S)Nc2cc(C)cc(C)n2)cc1OC	96	3	98	91	102	104	94	10
Cc1ccc(CN2CCN(/N=C\c3cccc([N+](=O)[O-])c3)CC2)cc1	87	0	97	94	100	95	94	4
COc1ccc(/C=C2\SC(=O)N(CCNC(=O)C3CC(=O)N(c4ccccc4)C3)C2=O)cc1 (stereo not drawn)	95	0	99	103	105	108	105	13
O=c1c(-c2cccc3ccccc23)[n+]([O-])c2ccccc2n1O	80	1	99	97	100	91	86	12
Cc1cc(S(=O)(=O)Nc2ccc(N(C)C)cc2)c(C)s1	85	0	106	101	103	97	99	1
CCN1CCCC1CNC(=O)c1cc2c(C)nc3ccccc3c2o1 (stereo not drawn)	80	0	99	103	102	99	99	-16
CCOC(=O)C1CCN(S(=O)(=O)c2cccc(-c3cn4cccnc4n3)c2)CC1	97	5	102	104	106	113	105	12
OCc1ccccc1CNCc1ccccc1	100	1	101	102	105	103	100	-1
Cn1cccc1Cc1nnc(SCC(=O)Nc2ccccc2)n1-c1ccc(F)cc1	94	1	102	97	105	109	103	-20
CN1CCN(C(=O)CSc2nc(-c3ccncc3)ccc2C#N)CC1	106	0	102	100	104	99	102	2
O=C(c1ccccc1[N+](=O)[O-])N(CCc1ccccc1)Cc1ccccc1	108	0	101	99	99	105	111	13
FC(F)(F)c1nnc2ccc(N3CCCCCC3)nn12	90	1	100	92	103	100	107	10
CN(Cc1ccccc1)S(=O)(=O)c1cccc2nsnc12	97	0	93	98	101	97	103	-5
Cc1ccc(NC(=O)CN2C(=O)NC(C)(CCc3ccccc3)C2=O)cc1 (stereo not drawn)	100	0	102	111	109	103	112	7
COc1ccc(N(C)C(=O)c2ccc(NC(=O)CCS(=O)(=O)c3cccs3)cc2)cc1	99	4	96	93	88	74	97	1
Cc1ccc(NC(=O)CSc2nccn2C)cc1S(=O)(=O)N1CCOCC1	92	0	97	89	124	94	101	21
Nc1nc(NC2CCCCC2)nc(NCCO)c1[N+](=O)[O-]	112	1	100	98	104	104	.	12
CC(=O)c1cccc(NC(=O)CSc2n[nH]c(=O)n2C2CC2)c1	102	0	101	111	102	113	93	7
C=CCNC(=O)c1cc(Cl)cc(Cl)c1	96	1	98	105	107	101	95	3
O=S(=O)(c1ccc2oc3ccccc3c2c1)N1CCOCC1	104	0	97	84	88	90	95	14
COc1ccc(N2CCN(S(=O)(=O)CCNC(=O)COc3ccccc3)CC2)cc1	109	1	98	97	95	99	98	-3
Cc1cc(C)n(Cc2ccc(C(=O)NCCC3=CCCCC3)o2)n1	105	0	87	85	85	90	79	11
CCCOc1ccc(C2=CC(=O)C[C@H](c3ccc(OC)cc3)C2)cc1	98	1	98	91	98	103	115	21
[N-]=[N+]=NCCN1CCN(CCc2ccccc2)CCC1=O	92	0	94	67	77	94	130	26
COCCNC(=S)Nc1ccccc1Cc1ccccc1	91	0	95	100	95	96	93	16
O=C(N/N=C/c1ccccc1)c1ccc(-c2ccccc2)cc1	84	.	104	103	97	102	94	8
Cc1ccc(C(=O)N/C(=C\c2cccc([N+](=O)[O-])c2)C(=O)NCc2ccncc2)cc1	89	0	103	105	100	94	100	2
CCn1nccc1C(=O)Nc1nccs1	80	2	106	108	115	108	108	1
CC(=O)N1CCc2cc(S(=O)(=O)NC(CC(C)C)C(=O)Nc3cc(C)ccn3)ccc21 (stereo not drawn)	102	0	?	.	?	?	?	-5
COc1ccc(C(=O)N2CC(=O)Nc3ccc(F)cc3C2c2ccccc2)cc1 (stereo not drawn)	101	0	98	96	92	108	83	-9
COc1cccc(CNC(=O)CCC2CCCN(Cc3cc4ccccc4o3)C2)c1 (stereo not drawn)	99	4	97	91	99	103	97	1
CC1(C)C(=O)OC(c2c(F)c(F)c(F)c(F)c2F)C2(CCCCC2)C1=O (stereo not drawn)	107	0	98	98	.	93	95	13
CCCCn1c(N)c(N(CCC(C)C)C(=O)c2ccc3ccccc3c2)c(=O)[nH]c1=O	108	0	96	104	109	105	107	-6
COc1ccc(Nc2nc(=O)[nH]nc2C)cc1	94	4	97	96	95	99	104	8
CCN1C(=O)CC(c2ccccc2)N(C2CCCC2)c2nc(Nc3ccc(C(=O)NC4CCN(C)CC4)cc3OC)ncc21 (stereo not drawn)	97	0	98	99	99	89	87	13
CC1CCCCC1NC(=O)CN1C(=O)NC(Cc2ccccc2)(Cc2ccccc2)C1=O (stereo not drawn)	107	0	96	97	103	96	101	-4
CC(=O)c1c(C)[nH]c(C(=O)OCC(=O)Nc2ccc3[nH]c(=O)[nH]c3c2)c1C	90	0	96	89	101	96	93	24
CC(=O)c1cccc(NC(=O)c2cc(-c3ccc(C)cc3)on2)c1	92	2	97	96	98	99	99	-7
CCc1ccc(OCC(=O)N2c3ccccc3CCc3ccccc32)cc1	112	3	105	106	109	109	100	13
O=C(CSc1nnnn1C1CCCC1)NCc1cccs1	96	1	94	93	92	86	91	4
O=C(COc1ccccc1Cl)Nc1nc(-c2cccs2)cs1	106	0	101	102	97	101	100	-2
CCc1cccc2c(C(=O)COC(=O)c3nn(C)c(=O)c4ccccc34)c[nH]c12	120	0	90	74	87	86	90	-7
O=C(CSc1nnc2ccccn12)NC(=O)NC1CCCC1	125	1	104	94	101	100	100	8
Cc1ccc(-c2nnnn2C2C/C(=N\NC(N)=S)C3OCC2O3)cc1 (stereo not drawn)	102	0	99	100	108	107	103	1

Part of the list above, with values under each structure.
Each structure is followed by: Yeast superoxide, GRK2 inh, RPL19A TOR yeast, CIT2-GFP yeast, AGP1-GFP MLPCN, MEP2-GFP yeast, LAP4 TOR yeast, VLA-4 inh
- COc1ccc(N2CCN(S(=O)(=O)CCNC(=O)COc3ccccc3)CC2)cc1
    109, 1, 98, 97, 95, 99, 98, -3
- Cc1cc(C)n(Cc2ccc(C(=O)NCCC3=CCCCC3)o2)n1
    105, 0, 87, 85, 85, 90, 79, 11
- CCCOc1ccc(C2=CC(=O)C[C@H](c3ccc(OC)cc3)C2)cc1
    98, 1, 98, 91, 98, 103, 115, 21
- [N-]=[N+]=NCCN1CCN(CCc2ccccc2)CCC1=O
    92, 0, 94, 67, 77, 94, 130, 26
- COCCNC(=S)Nc1ccccc1Cc1ccccc1
    91, 0, 95, 100, 95, 96, 93, 16
- O=C(N/N=C/c1ccccc1)c1ccc(-c2ccccc2)cc1
    84, ., 104, 103, 97, 102, 94, 8
- Cc1ccc(C(=O)N/C(=C\c2cccc([N+](=O)[O-])c2)C(=O)NCc2ccncc2)cc1
    89, 0, 103, 105, 100, 94, 100, 2
- CCn1nccc1C(=O)Nc1nccs1
    80, 2, 106, 108, 115, 108, 108, 1
- CC(=O)N1CCc2cc(S(=O)(=O)NC(CC(C)C)C(=O)Nc3cc(C)ccn3)ccc21 (stereo not drawn)
    102, 0, ?, ., ?, ?, ?, -5
- COc1ccc(C(=O)N2CC(=O)Nc3ccc(F)cc3C2c2ccccc2)cc1 (stereo not drawn)
    101, 0, 98, 96, 92, 108, 83, -9
- COc1cccc(CNC(=O)CCC2CCCN(Cc3cc4ccccc4o3)C2)c1 (stereo not drawn)
    99, 4, 97, 91, 99, 103, 97, 1
- CC1(C)C(=O)OC(c2c(F)c(F)c(F)c(F)c2F)C2(CCCCC2)C1=O (stereo not drawn)
    107, 0, 98, 98, ., 93, 95, 13
- CCCCn1c(N)c(N(CCC(C)C)C(=O)c2ccc3ccccc3c2)c(=O)[nH]c1=O
    108, 0, 96, 104, 109, 105, 107, -6
- COc1ccc(Nc2nc(=O)[nH]nc2C)cc1
    94, 4, 97, 96, 95, 99, 104, 8
- CCN1C(=O)CC(c2ccccc2)N(C2CCCC2)c2nc(Nc3ccc(C(=O)NC4CCN(C)CC4)cc3OC)ncc21 (stereo not drawn)
    97, 0, 98, 99, 99, 89, 87, 13
- CC1CCCCC1NC(=O)CN1C(=O)NC(Cc2ccccc2)(Cc2ccccc2)C1=O (stereo not drawn)
    107, 0, 96, 97, 103, 96, 101, -4
- CC(=O)c1c(C)[nH]c(C(=O)OCC(=O)Nc2ccc3[nH]c(=O)[nH]c3c2)c1C
    90, 0, 96, 89, 101, 96, 93, 24
- CC(=O)c1cccc(NC(=O)c2cc(-c3ccc(C)cc3)on2)c1
    92, 2, 97, 96, 98, 99, 99, -7

The list continues:
SMILES	Yeast superoxide	GRK2 inh	RPL19A TOR yeast	CIT2-GFP yeast	AGP1-GFP MLPCN	MEP2-GFP yeast	LAP4 TOR yeast	VLA-4 inh
COc1ccc(C(=O)NC2CCN(C(=O)Nc3ccccc3Cl)CC2)cc1	97	4	95	87	99	101	98	22
COc1cc(/C=C(\C#N)c2ccccn2)ccc1OCC(=O)Nc1ccc(Br)cc1	119	0	98	93	95	101	92	12
O=C(Nc1c2c(nn1-c1ccc(F)cc1)CS(=O)C2)C12CC3CC(CC(C3)C1)C2 (stereo not drawn)	100	0	89	72	80	76	82	12
O=C(Cc1c(F)cccc1Cl)N1CCN(C(=O)c2ccco2)CC1	112	2	104	101	111	110	101	-9
O=C(Cc1cccc2ccccc12)NCCC1=CCCCC1	101	0	98	100	90	108	94	-14
CCOC(=O)c1nn(-c2ccc(Cl)cc2)cc1O	90	1	91	80	85	93	116	-2
COc1ccc(N2CCN(C(=O)COC(=O)COc3cccc(C(F)(F)F)c3)CC2)cc1	92	0	93	96	103	102	100	0
CC1CN(C(=O)c2ccc(N3CCCCC3)c([N+](=O)[O-])c2)CC(C)O1 (stereo not drawn)	102	0	99	106	101	104	99	5
COc1ccc(Cl)cc1N(CC(=O)N1CCCC1)S(C)(=O)=O	91	1	104	103	100	108	98	-8
O=c1[nH]c(CN2CCN(S(=O)(=O)c3ccc(Cl)cc3)CC2)nc2cc(Cl)ccc12	100	6	107	104	103	109	103	-19
Cn1c(-c2ccccc2)nc2cnccc21	97	3	101	102	103	103	107	-3
CC(=O)N1CC[n+]2c(-c3ccc(Cl)cc3Cl)csc21	84	52*	97	100	95	99	100	5
CCCC(=O)Nc1ccc(NC(=O)c2cccs2)cn1	100	3	109	96	111	107	119	2
Cc1nnsc1Sc1cccc(C(F)(F)F)c1	100	1	104	107	109	105	113	1
CCOC(=O)Cn1c(CN2CCOCC2)nc2c1c(=O)[nH]c(=O)n2C	89	1	93	112	98	97	96	-19
COCC(COCCCNC(=O)Nc1ccc(Br)cc1)OC (stereo not drawn)	94	0	89	89	87	99	93	16
NS(=O)(=O)c1cccc(NC(=O)Nc2ccccc2)c1	110	0	95	95	95	93	98	-7
